Scp1 inh: Scp-1 phosphatase inhibitors, primary screen, biochemical, colorimetric, uHTS | Carboxy-terminal domain RNA polymerase II polypeptide A small phosphatase 1 (Homo … | hit rate 0.88% among 340,000 | inhibition, % at 20 µM | Recombinant Scp1, phosphopeptide, malachite green phosphate absorbance | AID 493091, 2011;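 active = inhibition above about 50% at 20 µM, limit read from the data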;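 note: plate controls were DMSO wells with enzyme for no effect and wells lacking enzyme for full effect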
Target sequence (Q9GZU7 76-261 limits assumed): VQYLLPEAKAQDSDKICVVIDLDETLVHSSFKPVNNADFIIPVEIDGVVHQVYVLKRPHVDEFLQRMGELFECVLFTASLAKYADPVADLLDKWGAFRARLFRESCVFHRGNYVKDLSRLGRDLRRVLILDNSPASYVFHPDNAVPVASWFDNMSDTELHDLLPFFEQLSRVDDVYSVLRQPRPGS
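Test system: SCP-1 phosphatase catalytic domain, residues 76-261 | Compound dosing: One concentration, 20 µM, with 1.0% DMSO | Schedule: 45 min room-temperature reaction, 5 min colour, 30 min stabiliser | Detection: Absorbance at 630 nm | Read-out basis: % inhibition of SCP-1 phosphate liberation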
MsrA act: bovine MsrA enzyme activators, primary screen, biochemical, absorbance, HTS. Methionine sulfoxide reductase A (Bos taurus). purified bovine MsrA, absorbance read-out. activation, % at 10.6 µM. hit rate 0.3% among 360,000. AID 602163, 2012; in the data active = activation above about 7.5%;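 note: 0% = vehicle and 100% = reference activator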
Tb MetRS inh: T. brucei MetRS inhibitors, primary screen, biochemical, luminescence; methionyl-tRNA synthetase (Trypanosoma brucei brucei); purified T. brucei MetRS, ATP depletion, Kinase-Glo luminescence; inhibition, % at 11.9 µM; hit rate 0.4% among 360,000; AID 624268, 2012;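 active = inhibition above a per-plate cutoff of the control wells' mean inhibition plus 3 SD, cut at about 5.5% in these data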;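 note: 0% = DMSO wells median and 100% = median of wells with control inhibitor compound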
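Material: parasite MetRS enzyme / Replication: singlicate, one well per compound / Signal: luminescence of leftover ATP / Schedule: 2 h aminoacylation at 25 °C after 15 min preincubation / Medium: HEPES-MgCl2-KCl buffer plus DTT, spermine, BSA, pyrophosphatase / Doses: 11.9 µM single point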
eLon inh: inhibitors of E. coli Lon protease, primary screen, biochemical, fluorescence polarization | P0A9M0 | purified E. coli Lon protease | inhibition, % at 7.94 µM | hit rate 0.42% among 360,000; in the data active = inhibition above about 13%, passing the limit was not always enough;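 note: 0% = enzyme with probe and DMSO and 100% = no enzyme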
CendR NRP1 mod: modulators of CendR peptide binding to NRP-1, primary screen, biochemical, fluorescence polarization, uHTS | Neuropilin-1 (Homo sapiens), O14786 | FAM-RPARPAR peptide binding to NRP-1 | inhibition, % at 25 µM | hit rate 0.85% among 360,000;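 active = inhibition or corrected inhibition above about 18%, plus a signal ratio from 0.5 to 1.5, limit read from the data, passing the limit was not always enough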; note: strong numbers were not always called active
Target sequence (O14786 whole entry, looked up): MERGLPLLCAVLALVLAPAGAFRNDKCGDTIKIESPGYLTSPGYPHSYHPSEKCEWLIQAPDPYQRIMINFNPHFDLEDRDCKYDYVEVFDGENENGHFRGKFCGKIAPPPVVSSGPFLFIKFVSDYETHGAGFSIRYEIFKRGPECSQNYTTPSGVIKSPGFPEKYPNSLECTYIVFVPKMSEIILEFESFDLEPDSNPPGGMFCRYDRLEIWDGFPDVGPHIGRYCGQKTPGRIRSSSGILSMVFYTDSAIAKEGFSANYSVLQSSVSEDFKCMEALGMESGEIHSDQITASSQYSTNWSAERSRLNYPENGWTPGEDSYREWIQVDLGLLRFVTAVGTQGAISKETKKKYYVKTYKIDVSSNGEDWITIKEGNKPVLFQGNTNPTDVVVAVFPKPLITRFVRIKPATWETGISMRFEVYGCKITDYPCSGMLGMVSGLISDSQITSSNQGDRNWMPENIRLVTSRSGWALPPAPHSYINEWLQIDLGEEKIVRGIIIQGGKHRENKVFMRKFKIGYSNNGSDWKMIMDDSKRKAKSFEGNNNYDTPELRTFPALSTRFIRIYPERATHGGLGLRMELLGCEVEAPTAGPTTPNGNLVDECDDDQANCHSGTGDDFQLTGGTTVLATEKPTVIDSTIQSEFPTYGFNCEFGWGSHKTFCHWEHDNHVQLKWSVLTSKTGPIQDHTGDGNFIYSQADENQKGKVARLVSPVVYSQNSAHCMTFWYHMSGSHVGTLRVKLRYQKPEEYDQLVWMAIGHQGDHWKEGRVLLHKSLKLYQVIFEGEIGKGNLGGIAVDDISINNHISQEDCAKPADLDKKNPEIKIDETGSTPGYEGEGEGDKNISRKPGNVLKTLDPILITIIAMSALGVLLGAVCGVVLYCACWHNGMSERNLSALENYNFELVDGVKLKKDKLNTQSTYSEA
STEP inh: STEP phosphatase inhibitors, primary screen, biochemical, fluorescence intensity, uHTS; recombinant STEP, OMFP fluorogenic substrate; inhibition, % at 20 µM; hit rate 0.25% among 360,000; AID 588621, 2011;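 active = inhibition at 20 µM, scaled per plate between control wells, above about 37%, limit read from the data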;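 note: 0% = DMSO with enzyme and substrate and 100% = substrate only without enzyme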
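System: isolated STEP enzyme; schedule: 20 min enzyme reaction at room temperature, protected from light; medium: Bis-Tris buffer pH 6.0, 2.5 mM DTT, 0.005% Tween 20; signal: fluorescence, 480/540 nm; dosing: single compound dose of 20 µM, 1% DMSO final; also added: OMFP substrate, 25 µM final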
MsrA inh: bovine MsrA enzyme inhibitors, primary screen, biochemical, absorbance, HTS | Methionine sulfoxide reductase A (Bos taurus) | inhibition, % at 15.5 µM | purified bovine MsrA, absorbance read-out | AID 651718, 2012 | hit rate 0.75% among 360,000; in the data active = inhibition above about 4.5%;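 note: 0% = vehicle wells with enzyme and 100% = reference inhibitor wells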
DNMT1 block: human DNMT1 methyltransferase inhibitors, primary screen, biochemical, molecular beacon, fluorescence, HinP1I cleavage, uHTS; DNA (cytosine-5)-methyltransferase 1 (Homo sapiens), P26358; inhibition (reported as % activation of signal), % at 10 µM; hit rate 0.83% among 360,000; in the data active = inhibition above about 50%
SUMO1 PPI mod: modulators of SUMO1 protein-protein interactions, primary screen, biochemical, uHTS | AID 602429, 2012 | inhibition, % at 20 µM | Small ubiquitin-related modifier 1 (Homo sapiens), P63165 | hit rate 0.33% among 360,000 | SUMO1 binding to a labelled peptide, TR-FRET, 1 h; in the data active = inhibition above about 37%
LMPTP block: LMPTP phosphatase inhibitors, primary screen, biochemical, fluorescence intensity, uHTS | Low molecular weight phosphotyrosine protein phosphatase (Homo sapiens), P24666 | recombinant LMPTP-A, OMFP fluorogenic substrate | inhibition, % at 20 µM | hit rate 0.22% among 360,000;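 active = compounds that cut the enzyme signal by at least half of the control window in the single-dose screen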;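 note: plate controls were DMSO wells with enzyme plus substrate for no effect and substrate without enzyme for full effect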
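Assay system: LMPTP-A phosphatase enzyme | Input: 0.625 nM enzyme | Also added: Fluorogenic phosphatase substrate OMFP at 400 µM final | Compound dosing: One test concentration per compound, 20 µM, with 3% DMSO overall | Schedule: 50 min enzyme reaction at room temperature, protected from light | Signal: Fluorescence intensity | Benchmarks: no-enzyme and uninhibited controls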
* = called active by the depositor.

`O=C(Nc1nc2ccc([N+](=O)[O-])cc2s1)c1ccncc1` gave Scp1 inh -5, MsrA act 0, Tb MetRS inh 0.5, eLon inh 3, CendR NRP1 mod -8, STEP inh 6, MsrA inh -0.1, DNMT1 block 1, SUMO1 PPI mod -13 and LMPTP block 23.
Screening COc1cc(CC(=O)OCC(=O)N2CCCCC2C)cc(OC)c1OC (stereo not drawn) returned Scp1 inh -3, MsrA act -1, Tb MetRS inh 0.1, eLon inh 6, CendR NRP1 mod 2, STEP inh 1, MsrA inh 0.7, DNMT1 block -3, SUMO1 PPI mod -3 and LMPTP block 0.0.
For N#Cc1c(N)n[nH]c1-c1cc2c([nH]1)CCCC2 the results were Scp1 inh -5, MsrA act -5, Tb MetRS inh -0.5, eLon inh -7, CendR NRP1 mod -2, STEP inh -5, MsrA inh -1.1, DNMT1 block -22, SUMO1 PPI mod 4 and LMPTP block 0.7.
`Cc1nc(C)c(NC(=O)OC(C)C)cc1NC(=O)OC(C)C` gave Scp1 inh -6, MsrA act -9, Tb MetRS inh -1.1, eLon inh -6, CendR NRP1 mod 7, STEP inh -2, MsrA inh 0.4, DNMT1 block -1, SUMO1 PPI mod 0 and LMPTP block -0.5.
For Cn1cc(Cl)cc(C(=O)Nc2ccccc2)c1=O the results were Scp1 inh -7, MsrA act -1, Tb MetRS inh -0.2, eLon inh -3, CendR NRP1 mod 5, STEP inh -2, MsrA inh 2.0, DNMT1 block 0, SUMO1 PPI mod -25 and LMPTP block 0.1.
For CC(=O)Nc1cccc(OCC(=O)NCCC2=CCCCC2)c1 the results were Scp1 inh 3, MsrA act -3, Tb MetRS inh 0.8, eLon inh -10, CendR NRP1 mod 11, STEP inh 5, MsrA inh 0.9, DNMT1 block 1, SUMO1 PPI mod 2 and LMPTP block 0.4.
Screening Cc1ccc(S(=O)(=O)N2c3ccccc3OCC2c2ccccc2)cc1 (stereo not drawn) returned Scp1 inh -12, MsrA act -2, Tb MetRS inh -0.5, eLon inh 2, CendR NRP1 mod -4, STEP inh 0, MsrA inh 0.2, DNMT1 block -4, SUMO1 PPI mod 3 and LMPTP block 2.3.
`COC(=O)c1ccc(C(=O)OC)c(NC(=S)N2CCN(C)CC2)c1` gave Scp1 inh -4, MsrA act -1, Tb MetRS inh -0.3, eLon inh -2, CendR NRP1 mod -8, STEP inh 6, MsrA inh 1.6, DNMT1 block -4, SUMO1 PPI mod 1 and LMPTP block -2.8.
For CCN(CC(=O)NCc1ccccn1)S(=O)(=O)c1ccc(OC)cc1 the results were Scp1 inh -7, MsrA act -3, Tb MetRS inh -0.1, eLon inh -3, CendR NRP1 mod 5, STEP inh 1, MsrA inh -1.4, DNMT1 block 0, SUMO1 PPI mod 4 and LMPTP block -1.5.
Screening COc1ccc(CN2C(=O)c3cccnc3C2=O)cc1S(=O)(=O)N1CCOc2ccccc21 returned Scp1 inh -16, MsrA act -3, Tb MetRS inh -0.1, eLon inh 2, CendR NRP1 mod -2, STEP inh 1, MsrA inh 0.3, DNMT1 block 1, SUMO1 PPI mod -25 and LMPTP block 1.0.

Reprinted at random: 2 compounds from above.
`COC(=O)c1ccc(C(=O)OC)c(NC(=S)N2CCN(C)CC2)c1` gave Scp1 inh -4, MsrA act -1, Tb MetRS inh -0.3, eLon inh -2, CendR NRP1 mod -8, STEP inh 6, MsrA inh 1.6, DNMT1 block -4, SUMO1 PPI mod 1 and LMPTP block -2.8.
For Cn1cc(Cl)cc(C(=O)Nc2ccccc2)c1=O the results were Scp1 inh -7, MsrA act -1, Tb MetRS inh -0.2, eLon inh -3, CendR NRP1 mod 5, STEP inh -2, MsrA inh 2.0, DNMT1 block 0, SUMO1 PPI mod -25 and LMPTP block 0.1.

The list goes on:
`CCN(CC)C(=O)CC(c1ccc(OC)cc1)c1c(OC)cc(OC)c2ccc(=O)oc12` (stereo not drawn) gave Scp1 inh 28, MsrA act -3, Tb MetRS inh -0.2, eLon inh -4, CendR NRP1 mod 16, STEP inh 4, MsrA inh 1.6, DNMT1 block 32, SUMO1 PPI mod -5 and LMPTP block 0.4.
`O=S(=O)(N/N=C/c1cccc(OC2CSC2)c1)c1ccccc1` gave Scp1 inh -5, MsrA act -4, Tb MetRS inh -0.3, eLon inh 1, CendR NRP1 mod -3, STEP inh -2, MsrA inh 1.5, DNMT1 block -7, SUMO1 PPI mod -5 and LMPTP block 0.3.
Screening O=C(CSc1nc2ccccc2c(=O)n1CCCO)Nc1ccc2c(c1)OCCO2 returned Scp1 inh -1, MsrA act -4, Tb MetRS inh -0.3, eLon inh 1, CendR NRP1 mod 9, STEP inh 1, MsrA inh 0.4, DNMT1 block 0, SUMO1 PPI mod 2 and LMPTP block 0.2.
For COc1cc2c(cc1OC)C(C)N(S(=O)(=O)c1cn(C)cn1)CC2 (stereo not drawn) the results were Scp1 inh -8, MsrA act -4, Tb MetRS inh 0.9, eLon inh -8, CendR NRP1 mod -3, STEP inh 2, MsrA inh 0.7, DNMT1 block 1, SUMO1 PPI mod 1 and LMPTP block -2.2.
`CCCCNCc1ccc(SC)cc1` gave Scp1 inh -4, MsrA act -8, Tb MetRS inh -0.8, eLon inh 1, CendR NRP1 mod -6, STEP inh -1, MsrA inh -0.6, DNMT1 block 2, SUMO1 PPI mod 1 and LMPTP block -0.3.
Screening Cc1ccc(NC(=O)N/C=C/c2ccco2)cc1C returned Scp1 inh -6, MsrA act -2, Tb MetRS inh -0.4, eLon inh -21, CendR NRP1 mod -63, STEP inh 2, MsrA inh 0.1, DNMT1 block 57*, SUMO1 PPI mod 15 and LMPTP block 0.6.
CCN(CC)CCCNC(=O)c1cc(-c2ccc(Cl)c(Cl)c2)on1 was read as Scp1 inh 0, MsrA act -1, Tb MetRS inh 0.8, eLon inh 0, CendR NRP1 mod 4, STEP inh -3, DNMT1 block 2, SUMO1 PPI mod -1 and LMPTP block 0.7.
`O=C(CSc1ncc(-c2ccc(F)cc2)n1Cc1ccco1)Nc1nccs1` gave Scp1 inh 0, MsrA act 1, Tb MetRS inh 0.1, eLon inh 8, CendR NRP1 mod 10, STEP inh -2, MsrA inh -1.1, DNMT1 block -2, SUMO1 PPI mod 1 and LMPTP block 2.4.
Cc1cc(Cl)cc(C)c1OCCCCN1CCOCC1 was read as Scp1 inh 6, MsrA act -1, Tb MetRS inh 0.6, eLon inh -8, CendR NRP1 mod 6, STEP inh -2, MsrA inh -0.8, DNMT1 block -1, SUMO1 PPI mod -1 and LMPTP block -0.7.
Screening CCN(CCCNC(=O)CNC(=O)Cn1cnc2ccccc2c1=O)c1cccc(C)c1 returned Scp1 inh -8, MsrA act -1, Tb MetRS inh 0.1, eLon inh -1, CendR NRP1 mod 0, STEP inh -5, MsrA inh -0.9, DNMT1 block -1, SUMO1 PPI mod -2 and LMPTP block -0.9.
`CCc1cc(-c2nnn(CCC3COCCO3)c2CC)ccc1-c1cn(CCc2c[nH]c3ccccc23)nn1` (stereo not drawn) gave MsrA act -2, Tb MetRS inh -0.7, eLon inh 4, CendR NRP1 mod 6, STEP inh 4, MsrA inh -0.3, DNMT1 block -5, SUMO1 PPI mod 2 and LMPTP block 0.4.
Screening O=C(c1cc2cc([N+](=O)[O-])ccc2s1)N1CCCCC1 returned Scp1 inh -5, MsrA act -4, Tb MetRS inh 0.1, eLon inh 0, CendR NRP1 mod 9, STEP inh 10, MsrA inh 1.3, DNMT1 block -1, SUMO1 PPI mod -22 and LMPTP block 0.6.
`CN(C(=O)CSc1nnc(NC2CCCCC2)s1)C1CCS(=O)(=O)C1` (stereo not drawn) gave Scp1 inh -10, MsrA act -3, Tb MetRS inh -0.1, eLon inh 7, CendR NRP1 mod -3, STEP inh 1, MsrA inh -0.4, DNMT1 block 1, SUMO1 PPI mod -2 and LMPTP block 0.5.
`COc1cc(NCCCCC(C)N)c2nccc(C)c2c1` (stereo not drawn) gave MsrA act 1, Tb MetRS inh 0.0, eLon inh 3, CendR NRP1 mod 9, STEP inh 5, MsrA inh -1.0, DNMT1 block -7, SUMO1 PPI mod -19 and LMPTP block 10.
CCC(=O)c1c[nH]c(C(=O)NCCCn2ccnc2)c1 was read as Scp1 inh -7, MsrA act -6, Tb MetRS inh -0.8, eLon inh -6, CendR NRP1 mod 4, STEP inh -6, MsrA inh -0.1, DNMT1 block -6, SUMO1 PPI mod 0 and LMPTP block -6.2.
`CC1(C)CC2CC(C)(CN2C(=O)COC(=O)c2ccc(Cl)c(N)c2)C1` (stereo not drawn) gave Scp1 inh 2, MsrA act -2, Tb MetRS inh 0.3, eLon inh -1, CendR NRP1 mod 1, STEP inh 1, MsrA inh -0.2, DNMT1 block -2, SUMO1 PPI mod 5 and LMPTP block 0.3.
Cc1cc(C)cc(N(C(C)C(=O)NC2CCCC2)S(C)(=O)=O)c1 (stereo not drawn) was read as Scp1 inh 16, MsrA act -10, Tb MetRS inh -1.4, eLon inh 1, CendR NRP1 mod 4, STEP inh -4, MsrA inh -0.5, DNMT1 block 3, SUMO1 PPI mod -3 and LMPTP block 0.0.
CC(=O)Nc1ccc2c(c1)CCCC2 was read as Scp1 inh -7, MsrA act -2, Tb MetRS inh -0.3, eLon inh -4, CendR NRP1 mod 5, STEP inh 29, MsrA inh -0.4, DNMT1 block 1, SUMO1 PPI mod 1 and LMPTP block -1.2.
CCN(CC)c1ccc(NC(=O)CN2CCN(c3ccc(F)cc3)CC2)cc1 was read as Scp1 inh -5, MsrA act 0, Tb MetRS inh -0.1, eLon inh -5, CendR NRP1 mod 9, STEP inh 1, MsrA inh 1.4, DNMT1 block -6, SUMO1 PPI mod -2 and LMPTP block 1.1.
For CC(C)OC(=O)CSc1ncnc2c1cnn2-c1ccccc1 the results were Scp1 inh -2, MsrA act -7, Tb MetRS inh -1.3, eLon inh 4, CendR NRP1 mod 5, STEP inh -2, MsrA inh 0.1, DNMT1 block -3, SUMO1 PPI mod 0 and LMPTP block -0.8.
For CCOc1ccc(C(=O)OCC(=O)Nc2cccc(S(=O)(=O)N3CCCC3)c2)cc1 the results were Scp1 inh -8, MsrA act -3, Tb MetRS inh -0.3, eLon inh -9, CendR NRP1 mod -7, STEP inh 0, MsrA inh 0.0, DNMT1 block -13, SUMO1 PPI mod 8 and LMPTP block 1.0.

Source: PubChem BioAssay
